Assay outcomes from PubChem BioAssay.
LYP inhibition: PTPN22 lymphoid phosphatase activity blockers – biochemical, fluorescence intensity, uHTS (AID 1779) | inhibition, % at 11.5 µM, or IC50 in µM where a hit was titrated | hit rate 0.054% among 290,000 | recombinant LYP phosphatase, fluorescence intensity; higher % means a stronger effect;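 further: plate controls were vehicle with enzyme for no effect and no enzyme for full effect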
M1AAP inhibition: malaria alanyl aminopeptidase activity blockers – biochemical, fluorogenic H-Leu-NHMec substrate, 1536-well (AID 1445). recombinant M1AAP, H-Leu-NHMec fluorogenic kinetic assay; higher % means a stronger effect. one-dose inhibition, % at 30 µM; IC50 in µM for titrated hits. hit rate 0.42% among 220,000;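 active means primary inhibition above the hit cutoff, then over 50% inhibition at one or more dose response concentrations, cut at about 23% in these data, passing the limit was not always enough; inconclusive means conflicting primary data, or primary hits not chosen for dose response; inactive means low primary inhibition, or under 50% at every dose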;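 further: plate controls were DMSO full reaction for no effect and no enzyme background for full effect; strong numbers were not always called active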
P. falciparum M17LAP: P. falciparum M17LAP inhibitors, primary screen, biochemical, fluorogenic H-Leu-NHMec substrate, 1536-well (AID 1619); recombinant M17LAP, H-Leu-NHMec fluorogenic kinetic assay; higher % means a stronger effect; hit rate 0.38% among 220,000; one-dose inhibition, % at 30 µM; IC50 in µM for titrated hits;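 active means compound inhibiting the enzyme by more than half at any dose during confirmatory dose-response retesting; inconclusive means strong single-dose inhibitors picked by rank but not retested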;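 further: plate controls were full reaction with DMSO carrier for no effect and no enzyme background for full effect; strong numbers were not always called active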
human PMI inhibition: MPI enzyme activity inhibition – biochemical, fluorescence intensity, coupled assay, primary screen (AID 1209). hit rate 0.42% among 190,000. purified PMI enzyme, coupled fluorescence intensity; higher % means a stronger effect. one-dose inhibition, % at 20 µM; IC50 in µM for titrated hits;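 further: plate controls were DMSO vehicle for no effect and wells lacking substrate for full effect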
Dynein transport: dynein cargo transport inhibition; 3617.4 mouse cells, GR-EGFP nuclear translocation imaging; test concentration mostly 20 µM; stimulated with dexamethasone, 1 µM; stronger effect = lower value; z-score, hits read low; hit rate 0.47% among 220,000;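 active means plate z-score of nuclear minus cytoplasmic receptor signal below a set negative limit, without overly bright fluorescence or cell loss, cut at about -3.5 in these data, passing the limit was not always enough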;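 further: z-score of nuclear minus cytoplasmic ring GR-EGFP intensity difference per well; some compounds called inactive have numbers as strong as hits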
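Buffer or medium: tet-free, stripped-serum medium; Also added: dexamethasone, 1.0 µM final; Technique: high-content fluorescence imaging after fixation; Times: 48 h induction, 1 h compound, 30 min dex at 37 °C; Read-out: per-cell GR-EGFP intensity, nucleus versus surrounding cytoplasmic ring, well-averaged.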
human PMI inhibitors: human PMI inhibitors, high substrate, primary screen, biochemical, fluorescence intensity, high mannose 6-phosphate (AID 1220) | one-dose inhibition, % at 20 µM; IC50 in µM for titrated hits | recombinant PMI enzyme, coupled fluorescence intensity; higher % means a stronger effect | hit rate 0.66% among 190,000
SIAH1 antagonists: blockers of Siah-1 interaction with plectin peptide – biochemical, fluorescence polarization, rhodamine-plectin, uHTS, primary screen (AID 1817) | one-dose displacement, % at 20 µM; IC50 in µM for titrated hits | hit rate 0.02% among 290,000 | Siah-1 / rhodamine-plectin peptide fluorescence polarization; higher % means a stronger effect;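 active means displacement of at least 50% at 20 µM, with a fluorescence ratio check between 0.3 and a set limit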;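 further: plate controls were Siah plus tracer with DMSO for no effect and tracer alone without Siah for full effect; strong numbers were not always called active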
AID2073: inhibitors of Mint1-CaV2.2 protein interaction, biochemical, HTRF (AID 2073) | HTRF protein-protein interaction, Mint1-CaV2.2; higher % means a stronger effect | inhibition, % at 20 µM; hits with a dose series show IC50 in µM | hit rate 0.19% among 290,000; in the data active means inhibition mostly above about 51%, no sharp cut-off; inconclusive means no clear call, values can overlap the other calls; inactive means mostly below about 53%; further: some results filed as inactive read as strong as hits
XIAP displacement: small molecules displacing peptide from XIAP – biochemical, IAP family, fluorescence polarization (AID 1018). hit rate 0.007% among 200,000. displacement, % at 20 µM, or IC50 in µM where a hit was titrated. XIAP BIR domain, fluorescence polarization peptide displacement; higher % means a stronger effect; in the data active means displacement above about 50%; further: a part of the inactive calls stands beside numbers as strong as those of hits
Dynein transport cytoplasmic EGFP: second read-out of Dynein transport, no call of its own (marks repeat the call); z-score; measured here: cytoplasmic GR-EGFP intensity; stronger effect = higher value
Dynein transport nuclear GR-EGFP: recorded beside Dynein transport, whose call it bears; z-score; measured here: nuclear GR-EGFP intensity;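 lower value marks the stronger effect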
Dynein transport cell count: also measured in Dynein transport; calls as there; z-score; measured here: cell count per field
* = called active by the depositor; ? = inconclusive; · = not tested or not shown. Unless noted, no stated cut-off is given here; in the data, active means inhibition above about 50%; inactive means the rest. Rows were taken by chance. About 2.1% of those tested had a hit in this group.

SMILES	LYP inhibition	M1AAP inhibition	P. falciparum M17LAP	human PMI inhibition	Dynein transport	Dynein transport cytoplasmic EGFP	Dynein transport nuclear GR-EGFP	Dynein transport cell count	human PMI inhibitors	SIAH1 antagonists	AID2073	XIAP displacement
Cc1ccc(C(=O)Cn2cncn2)cc1	-9%	6%	-8%	·	0.33	-0.12	0.57	-0.6	·	20%	-7%	·
CCOC(=O)c1ccc(Oc2nc(N(C)C)nc(N3CCOCC3)n2)cc1	-7%	-1%	-2%	3%	0.92	-0.27	0.25	-0.95	-2%	7%	-6%	-6.6%
CC(=O)N(C)c1ccc(OCC(O)CN(Cc2ccco2)S(=O)(=O)c2ccc(C)cc2)cc1 (stereo unspecified)	-4%	4%	2%	0%	1.5	-0.058	1.4	-2.1	-6%	-2%	-8%	-1.9%
CCN(CC)C(=O)C1=C(C)NC(=S)NC1c1ccc(C)s1 (stereo unspecified)	-9%	-6%	1%	-3%	-0.27	-0.22	-0.26	0.44	1%	3%	-23%	-2.6%
O=C(CN1C2=NCCCN2c2ccccc21)c1ccc2c(c1)OCO2	-4%	-6%	-9%	1%	1.1	-0.18	0.66	-1	2%	0%	-5%	-5.5%
C=CCN1C(=O)C(CC(=O)O)SC1=Nc1cccc([N+](=O)[O-])c1 (stereo unspecified)	-3%	0%	-5%	2%	-0.28	0.28	0.19	-0.029	5%	-4%	-11%	-14%
COc1ccc(CCNC(=O)CSc2ccc(-c3ccccc3)nn2)cc1	-7%	0%	-11%	-4%	-0.52	-0.28	-0.24	1.3	-6%	10%	6%	-78%
Cc1ccc2nc(NC(=O)CC3Oc4ccccc4NC3=O)sc2c1 (stereo unspecified)	-14%	4%	2%	·	0.42	-0.26	0.85	0.057	·	19%	5%	·
c1ccc(CN2CCC3(CC2)Nc2ccccc2CO3)cc1	1%	6%	-15%	16%	-0.097	-0.22	-0.41	-0.62	18%	2%	15%	-8.5%
Cn1c2c(c(=O)c3ccccc31)CCC(C)(C)O2	-4%	6%	-2%	-8%	-0.87	-0.24	-0.6	0.57	-5%	3%	-2%	-0.1%
COc1cccc(CNC(=O)C2CCN(S(=O)(=O)c3cnc[nH]3)CC2)c1	-6%	0%	1%	6%	0.5	-0.22	0.35	0.79	4%	-3%	-3%	0.4%
CSc1ncccc1C(=O)NCc1ccc(C)cc1	-7%	7%	-10%	2%	0.23	-0.15	0.45	-0.08	-4%	-7%	-7%	0.0%
O=C(CSc1nnc(-c2cccs2)n1-c1ccccc1)N1CCN(C(=O)c2ccco2)CC1	3%	7%	9%	-11%	-0.27	-0.18	0.024	0.31	-40%	5%	12%	-0.7%
CCc1cc(=O)oc2cc(OCC(=O)O)c(Cl)cc12	-5%	8%	19%	2%	1.3	0.11	0.8	-1.2	-1%	-3%	3%	-4.0%
Cc1cc(C)cc(NC(=O)CC23CC4CC(C2)CC(n2nnc(C)n2)(C4)C3)c1	-2%	7%	7%	20%	0.48	-0.31	-0.043	-0.041	6%	0%	-3%	-3.5%
COc1ccc2[nH]c3c(=O)n(Cc4ccco4)cnc3c2c1	-7%	4%	2%	0%	-0.93	-0.18	-0.36	0.67	2%	1%	8%	-1.3%
CSCCC1COC(c2cccs2)=N1 (stereo unspecified)	-7%	0%	0%	0%	0.32	-0.3	0.31	0.07	10%	2%	-1%	3.2%
COc1cccc(-c2nc(NCc3ccco3)c3ccccc3n2)c1O	-5%	·	·	1%	1.4	0.51	1.4	-3.1	-5%	-9%	?	0.4%
Cc1onc(-c2ccccc2)c1C(=O)/C=C/N(C)C	-1%	2%	2%	·	0.28	-0.19	-0.074	0.67	·	12%	-1%	·
COc1cccc(C(=O)CSc2nnc(-c3cc(OC)c(OC)c(OC)c3)o2)c1	-8%	2%	-6%	-5%	1.5	-0.12	1.4	-1.1	0%	-3%	-2%	-5.4%
Cc1ccc(C(=O)N(Cc2ccccc2)C(C)(C)C)cc1C	12%	-1%	2%	-10%	1.3	-0.21	0.67	-1.5	-8%	3%	0%	-7.0%
CCCCc1ccc(-c2csc(/C(C#N)=C/c3ccc(C)o3)n2)cc1	-3%	9%	9%	1%	-1.3	-0.084	-0.68	1.4	6%	0%	17%	-6.1%
CCOC(=O)c1sc2nc(C)nc(N3CCCCC3C)c2c1C (stereo unspecified)	5%	-1%	-1%	-1%	-0.055	-0.012	0.035	-0.54	-4%	4%	19%	-9.6%
O=C(Nc1cccc(Cl)c1)N1CCN(c2ncccn2)CC1	2%	9%	-1%	0%	-0.21	-0.24	0.39	-0.21	-8%	3%	9%	-4.5%
CC(C)Oc1ccc(C2CNC(=O)C2)cc1 (stereo unspecified)	-4%	4%	6%	9%	-0.37	-0.17	-0.14	0.21	1%	-2%	-6%	1.5%
COCc1ccc(CN2CCCC(CCC(=O)NCc3cccc(OC)c3)C2)o1 (stereo unspecified)	-3%	-1%	14%	5%	-0.56	-0.31	-0.39	1	2%	8%	-2%	-3.4%
c1ccc(N2OCC3Cn4c(nc5ccccc54)C32)cc1 (stereo unspecified)	0%	16%	13%	·	0.74	-0.63	0.51	-0.44	·	18%	-33%	·
CCOC(=O)c1ccc(NC(=O)CSc2nnc(COc3ccccc3)n2C)cc1	0%	6%	-4%	20%	0.15	-0.15	0.45	-1.1	14%	2%	-4%	-4.7%
CCOCCCNC(=S)NCCNc1nc2ccc(C)cc2cc1C#N	-1%	5%	-10%	-47%	-0.78	-0.24	-0.38	0.24	-98%	1%	3%	-6.3%
Clc1ccccc1OCCn1cnc2ccccc21	6%	7%	1%	19%	-0.23	-0.041	0.2	-0.32	20%	0%	-4%	-9.7%

Arranged by the number under Dynein transport cell count (high to low): 3 of the compounds above.
structure	LYP inhibition	M1AAP inhibition	P. falciparum M17LAP	human PMI inhibition	Dynein transport	Dynein transport cytoplasmic EGFP	Dynein transport nuclear GR-EGFP	Dynein transport cell count	human PMI inhibitors	SIAH1 antagonists	AID2073	XIAP displacement
COc1ccc2[nH]c3c(=O)n(Cc4ccco4)cnc3c2c1	-7%	4%	2%	0%	-0.93	-0.18	-0.36	0.67	2%	1%	8%	-1.3%
CC(C)Oc1ccc(C2CNC(=O)C2)cc1 (stereo unspecified)	-4%	4%	6%	9%	-0.37	-0.17	-0.14	0.21	1%	-2%	-6%	1.5%
CSCCC1COC(c2cccs2)=N1 (stereo unspecified)	-7%	0%	0%	0%	0.32	-0.3	0.31	0.07	10%	2%	-1%	3.2%

Remaining list, next part:
SMILES	LYP inhibition	M1AAP inhibition	P. falciparum M17LAP	human PMI inhibition	Dynein transport	Dynein transport cytoplasmic EGFP	Dynein transport nuclear GR-EGFP	Dynein transport cell count	human PMI inhibitors	SIAH1 antagonists	AID2073	XIAP displacement
CCOC(=O)CSc1nc2cc3c(cc2cc1C#N)OCO3	-8%	0%	-1%	-4%	0.074	-0.25	-0.26	1.1	-8%	4%	21%	1.6%
CCCCC(=O)Nc1ccc(Br)cn1	1%	4%	-2%	-6%	-0.25	-0.092	-0.12	-0.016	-8%	2%	-7%	-8.1%
Cc1nnc2n(Cc3ccccc3)c(=O)c3c4c(sc3n12)COC(C)(C)C4	-9%	6%	12%	-5%	0.5	-0.083	0.12	0.33	-4%	1%	8%	-0.6%
O=C(CSc1nnc2scc(-c3ccccc3)n12)Nc1ccc2c(c1)OCCO2	-6%	4%	-1%	6%	-0.63	-0.26	-0.32	0.73	3%	5%	2%	-2.5%
CC(C)(C)c1ccc(-c2cnco2)cc1	-13%	5%	-5%	-1%	0.94	0.59	0.87	-1.2	-6%	-1%	15%	-7.1%
O=C(/C=C/c1ccc2ccccc2n1)N1CCN(c2ccccc2)CC1	2%	4%	6%	3%	0.18	-0.1	0.62	-0.85	10%	3%	32%	-6.4%
COC(=O)[C@@H](NC(=O)O[C@@H]1C(=O)c2ccc(OC)cc2O[C@H]1c1cccc(C(F)(F)F)c1)C(C)C	7%	7%	9%	15%	0.74	0.093	0.7	0.23	17%	5%	6%	-0.6%
COc1cc2c(cc1OC)N1C(=O)CC(OCC(=O)O)C3C4CC5(CCN5C(=O)C4=O)C2C31 (stereo unspecified)	-3%	7%	-19%	·	-0.58	-0.17	-0.42	-0.083	·	-9%	?	-1.4%
CCOC(=O)C1(CCOc2ccccc2)CCN(Cc2ccc(C)o2)CC1	-11%	-3%	2%	-2%	-0.18	0.021	0.28	-0.48	0%	-7%	78%	-4.1%
COCCNCCOc1ccc(C)cc1[N+](=O)[O-]	-5%	-1%	5%	3%	0.26	-0.19	0.27	0.092	13%	-5%	-11%	-9.7%

Whole records, quoted from the list. Screens in order: LYP inhibition, M1AAP inhibition, P. falciparum M17LAP, human PMI inhibition, Dynein transport, Dynein transport cytoplasmic EGFP, Dynein transport nuclear GR-EGFP, Dynein transport cell count, human PMI inhibitors, SIAH1 antagonists, AID2073, XIAP displacement
CCCCC(=O)Nc1ccc(Br)cn1 across the screens: 1%, 4%, -2%, -6%, -0.25, -0.092, -0.12, -0.016, -8%, 2%, -7%, -8.1%
COc1cc2c(cc1OC)N1C(=O)CC(OCC(=O)O)C3C4CC5(CCN5C(=O)C4=O)C2C31 (stereo unspecified) across the screens: -3%, 7%, -19%, ·, -0.58, -0.17, -0.42, -0.083, ·, -9%, ?, -1.4%
c1ccc(N2OCC3Cn4c(nc5ccccc54)C32)cc1 (stereo unspecified) across the screens: 0%, 16%, 13%, ·, 0.74, -0.63, 0.51, -0.44, ·, 18%, -33%, ·
CCOC(=O)c1ccc(Oc2nc(N(C)C)nc(N3CCOCC3)n2)cc1 across the screens: -7%, -1%, -2%, 3%, 0.92, -0.27, 0.25, -0.95, -2%, 7%, -6%, -6.6%
COc1ccc2[nH]c3c(=O)n(Cc4ccco4)cnc3c2c1 across the screens: -7%, 4%, 2%, 0%, -0.93, -0.18, -0.36, 0.67, 2%, 1%, 8%, -1.3%
